# RXFP1 ag – RXFP1 (human) receptor agonism. 370,000 tested, 0.3% active. Q9HBX9. Potency, µM (highest dose often 57.5 µM), without a hit: at the highest dose activation, hits mostly activators. HEK293T-RXFP1 cAMP TR-FRET, 30 min; response scale: percent of porcine relaxin response, buffer zero; active = well fitted activation curve with a large enough effect; note: potency is the fitted concentration of half-maximal effect; % is set by controls: 0 for no effect and ±100 for the full control effect; nearly all actives have a fitted effect of over 60% in size; many of its hits are not listed in these tables
#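 cAMP rise read by TR-FRET after 30 min, 37C compound exposure (up to 58 uM) in RXFP1-transfected HEK293 cells with Ro 20174 present. EC50 from Hill-equation fits, with 29 nM porcine relaxin as 100% and buffer as basal.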
# D2 agonist – activates the human D2 dopamine receptor; P14416; HEK293 T-REx D2 cells, calcium flux agonist mode; activation, % at 2 µM; 340,000 tested, 0.53% active;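 active = activation over 3 SD above normal in the single-dose calcium agonist read, cut at about 30% in these data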; note: 0% is about no effect
# Target sequence (P14416 whole entry, looked up): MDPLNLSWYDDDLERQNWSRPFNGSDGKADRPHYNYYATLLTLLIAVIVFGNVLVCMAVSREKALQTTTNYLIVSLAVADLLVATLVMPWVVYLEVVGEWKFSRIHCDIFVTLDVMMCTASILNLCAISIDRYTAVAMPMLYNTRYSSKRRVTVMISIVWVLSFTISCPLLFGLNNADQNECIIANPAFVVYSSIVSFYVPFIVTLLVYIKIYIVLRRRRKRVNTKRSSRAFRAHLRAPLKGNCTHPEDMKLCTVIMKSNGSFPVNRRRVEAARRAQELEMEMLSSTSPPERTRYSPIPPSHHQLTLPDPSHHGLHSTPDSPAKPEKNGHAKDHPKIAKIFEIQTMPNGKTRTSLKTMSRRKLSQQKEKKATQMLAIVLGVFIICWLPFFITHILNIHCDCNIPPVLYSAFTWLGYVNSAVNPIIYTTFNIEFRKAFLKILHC
#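 Agonism scored from kinetic calcium signal (1 read/sec, 180 s) following compound pin transfer, after a 10 s baseline. Cells: HEK293 Trex line expressing inducible D2 receptor coupled to calcium, dye-loaded after overnight culture at 30 C.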
# D1 PAM – potentiators of human D1 dopamine receptor | potentiation, % at 10 µM | HEK293 TREx D1 cells, calcium flux, dopamine EC20 potentiation | P21728 | AID 504651 | 360,000 tested, 0.036% active; in the data active = potentiation above about 30%; note: 0% is about no effect
# D2 antagonist – D2 dopamine receptor (human) antagonism | P14416 | HEK293 TREx D2 cells, calcium flux, dopamine EC80 | inhibition, % at 10 µM | 340,000 tested, 2% active | AID 485344; in the data active = inhibition above about 30%; note: 0% is about no effect
#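 Antagonism is scored as inhibition of an EC80 dopamine-evoked calcium signal in a force-coupled, tetracycline-inducible HEK293 T-REx D2 line, with compound present 180 s before agonist.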
# RXFP1 antag – RXFP1 (human) relaxin receptor antagonism; Q9HBX9; HEK293-RXFP1, relaxin-stimulated cAMP HTRF, 30 min; hits give low values; activity change, negative = inhibition, % at 57.5 µM; 350,000 tested, 0.59% active;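 active = activity change of -60% or lower, but not beyond a set lower limit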; note: % is set by controls: 0 for no effect and ±100 for the full control effect
# D1 ag – activates the human D1 dopamine receptor; P21728; HEK293 T-REx D1 cells, calcium flux, agonist mode; activation, % at 2 µM; 360,000 tested, 1% active; AID 504660; in the data active = activation above about 30%; note: 0% is about no effect
#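 Tetracycline-induced HEK293 TREx D1 cells, force-coupled to calcium signalling, were dye-loaded with a no-wash calcium kit. Compound was pin-added after a 10 s baseline. Fluorescence was read kinetically at 1 cycle/s for 180 s, with calcium rises flagged as agonism.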
# TRHR enhancer – TRH receptor (human) allosteric enhancement; 360,000 tested, 0.66% active; P34981; enhancement, % at 2 µM; TRHR cells, fluo-8 calcium fluorescence, EC20 TRH enhancement; in the data active = enhancement above about 30%; note: 0% is about no effect
# Target sequence (P34981 whole entry, looked up): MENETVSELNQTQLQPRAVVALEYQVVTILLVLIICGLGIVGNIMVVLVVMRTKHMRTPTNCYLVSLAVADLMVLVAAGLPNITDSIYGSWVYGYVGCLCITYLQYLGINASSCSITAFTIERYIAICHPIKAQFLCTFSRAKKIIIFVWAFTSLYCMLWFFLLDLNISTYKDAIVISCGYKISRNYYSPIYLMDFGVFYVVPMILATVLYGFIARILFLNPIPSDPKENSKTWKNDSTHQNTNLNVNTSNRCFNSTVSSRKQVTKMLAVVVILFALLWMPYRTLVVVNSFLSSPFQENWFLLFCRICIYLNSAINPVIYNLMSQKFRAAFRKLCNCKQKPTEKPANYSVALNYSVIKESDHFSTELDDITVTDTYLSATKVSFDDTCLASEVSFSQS
#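 Enhancer read-out: after compound pinning and an initial kinetic agonist-mode read, an EC20 of TRH (10 nM final) was injected and fluo-8 calcium signal (Ex 480/Em 530) followed at 1 s/cycle for 100 cycles in TRHR-expressing cells.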
# D1 antag – human D1 dopamine receptor antagonism; HEK293 TREx D1 cells, calcium flux, dopamine EC80; hits give low values; activity change, negative = inhibition, % at 10 µM; 360,000 tested, 3.2% active; AID 504652; in the data active = activity change below about -30%; note: % is set by controls: 0 for no effect and ±100 for the full control effect
#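 Tetracycline-induced HEK293 T-REx cells with force-coupled D1 receptor were loaded with a no-wash calcium dye. Compound was added after a 10 s baseline and read kinetically for 180 s; EC80 dopamine was then added and calcium flux followed another 180 s.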
# D2 potentiator – D2 dopamine receptor (human) potentiation | P14416 | HEK293 T-REx D2, calcium flux, EC20 dopamine potentiation | potentiation, % at 10 µM | 340,000 tested, 0.34% active | AID 485347;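 active = potentiation over 3 SD above the plate norm, cut at about 30% in these data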; note: 0% is about no effect
#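 Cells plated with tetracycline inducer and held overnight at 30 C; calcium dye loaded 30–90 min at room temperature; baseline taken, compound added and read 180 s; EC20 dopamine then added and read 180 s.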
# * hit, by the source's call; nt = no result given; & = joins results of further samples. This is a subset. The share of hits here may be higher or lower than overall.
SMILES,RXFP1 ag,D2 agonist,D1 PAM,D2 antagonist,RXFP1 antag,D1 ag,TRHR enhancer,D1 antag,D2 potentiator
C=C(C)C(=O)Nc1cccc(C2=NOC3(C2)C[C@@H](C(N)=O)N(C(=O)c2cc([N+](=O)[O-])cc([N+](=O)[O-])c2C)C3)c1 (some centres not stated),0.3%,0.1,-5,-3,nt,4,1,16,14
Cc1ccc(-n2nc3ccc(N)cc3n2)cc1C,13%,-2.0,1,-2,7,0,-6,5,-3
O=C(CCc1c[nH]c2ccccc12)N1CCN(c2ccc(F)cc2)CC1,2.7%,-0.7,-4,1,-4,3,1,nt,7
CCCN(Cc1cc2cc(C)ccc2[nH]c1=O)S(C)(=O)=O,0.9%,0.3,-4,-4,8,0,6,5,10
CC(C)c1ccc(NC(=O)Cn2cc(S(=O)(=O)N3CCN(c4ccccc4F)CC3)c3ccccc3c2=O)cc1,-0.9%,-1.2,-2,nt,nt,1,-6,8,1
Cc1ccc(S(=O)(=O)c2nc(S(C)(=O)=O)sc2N2CCC(C)CC2)cc1,1.1%,2.0,0,-5,5,3,7,4,2
CCOCCCNC(=O)c1c[nH]c2cc(OC)ccc2c1=O,3.3%,1.5,-3,7,-3,7,5,-5,10
CC(OC(=O)Cc1ccc(Cl)cc1)C(=O)NC1CCCCC1C (configuration not stated),0.7%,-0.3,3,-3,-7,1,0,11,1
COc1cc(C)c(C(=O)Oc2cc(C)c(C(=O)O)c(O)c2C)c(OC)c1C,1.0%,1.0,-5,15,nt,-2,4,-66*,3
CCN(CC)S(=O)(=O)c1cc(NC(=O)c2ccc(-n3cncn3)c([N+](=O)[O-])c2)ccc1C,2.5%,57*,-4,-19,-16,7,7,-22,-19
Cc1onc(-c2ccccc2)c1C(=O)NNC(=O)c1ccccc1O,0.7%,0.1,0,-8,3,3,-3,2,1
O=C(CC1c2ccccc2Oc2ccccc21)Nc1ccccc1C(F)(F)F,5.8%,1.3,0,-12,-12,0,-2,11,-15

# The list goes on (seven carried over from the part before).
SMILES,RXFP1 ag,D2 agonist,D1 PAM,D2 antagonist,RXFP1 antag,D1 ag,TRHR enhancer,D1 antag,D2 potentiator
Cc1ccc(S(=O)(=O)c2nc(S(C)(=O)=O)sc2N2CCC(C)CC2)cc1,1.1%,2.0,0,-5,5,3,7,4,2
CCOCCCNC(=O)c1c[nH]c2cc(OC)ccc2c1=O,3.3%,1.5,-3,7,-3,7,5,-5,10
CC(OC(=O)Cc1ccc(Cl)cc1)C(=O)NC1CCCCC1C (configuration not stated),0.7%,-0.3,3,-3,-7,1,0,11,1
COc1cc(C)c(C(=O)Oc2cc(C)c(C(=O)O)c(O)c2C)c(OC)c1C,1.0%,1.0,-5,15,nt,-2,4,-66*,3
CCN(CC)S(=O)(=O)c1cc(NC(=O)c2ccc(-n3cncn3)c([N+](=O)[O-])c2)ccc1C,2.5%,57*,-4,-19,-16,7,7,-22,-19
Cc1onc(-c2ccccc2)c1C(=O)NNC(=O)c1ccccc1O,0.7%,0.1,0,-8,3,3,-3,2,1
O=C(CC1c2ccccc2Oc2ccccc21)Nc1ccccc1C(F)(F)F,5.8%,1.3,0,-12,-12,0,-2,11,-15
Cc1c[n+](C)ccc1CC1C([N+](=O)[O-])=C[N-]c2ncnn21 (configuration not stated),-0.8%,0.2,0,14,12,3,3,-10,12
COc1ccccc1-n1c(SCC(=O)NCc2ccc3c(c2)OCO3)nc2cc([N+](=O)[O-])ccc21,-0.1%,2.3,-2,4,-7,4,-4,-28,12
COc1ccc([N+](=O)[O-])cc1NC(=O)CCN1CCN(C)CC1,0.8%,-0.8,-4,-2,2,3,18,2,nt
COc1cccc(C(O)c2nc3ccccc3n2C(C)C)c1 (configuration not stated),-0.2%,0.3,-11,7,-8,3,5,1,-6
CCN1CCN(C(=O)CCNC(=O)Cn2cnc3ccccc3c2=O)CC1,6.3%,0.7,-10,-5,10,0,-15,0,-2
CCOc1ccc(C2C(C(=O)Nc3cc(C)on3)c3ccccc3C(=O)N2CCN2CCOCC2)cc1 (configuration not stated),-0.4%,5.8,-5,-9,2,3,-2,-1,6
Cc1cc[n+]2n1CC(O)C2 (configuration not stated),2.0%,0.6,-13,-17,-8,1,-8,0,-8
COc1ccc(NS(=O)(=O)c2ccc3c(c2)NC(=O)CCS3)c(OC)c1,-0.6%,1.1,-5,nt,nt,10,13,-22,-7
Cc1c(Cl)cccc1NC(=O)c1ccc2c(c1)CCCN2S(C)(=O)=O,-2.5%,0.0,2,nt,-6,2,-2,-4,0
Cc1c(C)c2ccc(OCC(=O)N[C@@H](Cc3c[nH]c4ccccc34)C(=O)O)cc2oc1=O,1.4%,0.3,0,-4,nt,2,5,-8,-3
C=CCOc1cccc(C2C(C(=O)c3ccco3)=C(O)C(=O)N2Cc2ccncc2)c1 (configuration not stated),11%,1.1,-6,8,-7,0,-8,-17,1
O=c1oc(-c2ccccc2)nc2sc3c(c12)CCC3,-0.3%,2.1,2,-4,3,3,-3,-13,2
O=C(CC(=O)c1ccccc1)Nc1cc([N+](=O)[O-])ccc1Cl,-2.6%,0.3,0,4,-21,8,-1,-9,2
Nc1c(C(=O)NCc2ccccc2)nnn1Cc1cccc(Cl)c1,-0.4%,-1.2,nt,22,-4,4,-9,-16,-6
CCc1ccc(C(=O)NNC(=O)OC)cc1,-2.5%,1.4,-2,0,0,2,0,-2,nt
Cc1ccc(NC(=O)CC2=NC(=O)C(CC(=O)Nc3ccccc3F)S2)cc1 (configuration not stated),-0.3%,0.4,-5,-9,-1,1,3,-50*,1
Cn1cccc1C(=O)NC(=O)COC(=O)c1cc([N+](=O)[O-])ccc1Cl,1.3%,-0.1,-2,-2,8,0,-3,1,3
Cc1cc(C(=O)CSc2nnnn2C)c(C)n1C1CC1,0.3%,0.5,2,3,-2,1,-6,4,0
COc1ccc(CC(=O)N(Cc2ccccc2)c2ccc(C)cc2)cc1S(=O)(=O)N1CCOCC1,1.0%,0.4,-1,-2,-7,6,-6,6,9
COc1ccc(-c2csc(NC(=S)NC(=O)/C=C/c3ccc(C(C)C)cc3)n2)cc1OC,2.6%,-0.1,0,-4,-1,4,25,16,4
COc1ccc(NC(=O)CNS(=O)(=O)c2ccccc2)cc1Cl,2.2%,1.9,-7,-11,-20,2,-2,0,-2
Cc1csc(N(C(=O)c2ccccc2F)c2ccccc2)n1,0.1%,-1.1,11,-9,-27,5,4,-24,7
O=C(Nc1ccc2c(c1)OCO2)C(c1ccc(Cl)cc1)N1CCC2(CC1)OCCO2 (configuration not stated),0.0%,-0.2,-10,-16,-6,3,-1,-2,-9
Cc1nn(-c2ccccc2)c(N2CCCC2)c1/C=N/NC(=O)c1cc(-c2ccccc2)nc2ccccc12,2.2%,-1.0,-4,1,-4,3,-3,-8,15
COc1cc(/C=C2/SC(=O)NC2=O)ccc1OCc1ccccc1,-2.1%,-0.1,1,9,-2,3,-3,6,0
O=C(NCC(c1ccco1)N1CCc2ccccc2C1)c1ccc(F)cc1 (configuration not stated),-0.7%,-0.3,9,-20,-11,7,-1,-12,-12
COc1ccc(-n2c(C)cc(C3=NNC(=NC4CC4)SC3)c2C)cc1,-1.1%,-0.7,-3,11,0,3,5,-9,-3
Cc1ccc(CSc2ncnc3ccccc23)cc1,3.3%,nt,-2,nt,6,2,-9,nt,nt
C/C(=N\NC(=S)NCc1ccccc1)c1ccc(Cl)cc1,-0.4%,0.2,4,-18,-1,3,1,18,10
Cc1ccc(S(=O)(=O)N2CCC(C(=O)N3CCC[C@H]3C(=O)NCc3ccco3)CC2)cc1,1.6%,0.4,1,6,5,0,13,-16,-14
NC(=O)C(c1ccccc1)c1ccc(C(=O)c2ccccc2)cc1 (configuration not stated),0.8%,1.7,-7,-22,0,13,-3,-22,-10
Cc1ccccc1CNS(=O)(=O)c1csc(C(N)=O)c1,1.1%&0.5%,-0.7&0.2,-4&-5,-2,-4,4&2,-2&-1,-11&12,10&0
Cc1ccc(C(=O)NC(=S)Nc2ccc3[nH]c(=O)[nH]c3c2)cc1C,-0.5%,nt,8,nt,-5,0,9,-5,nt
Cn1c2[n+](c3ccc(Cl)cc3c1=O)Cc1ccccc1-2,1.2%,-1.4,-2,2,14,0,-9,4,17
CCC(CC)C(=O)Nc1cccc(-c2nc3ccccc3o2)c1,-1.0%,0.7,-11,-14,-6,0,8,-11,10
COc1ccc(C(=O)NN(C)c2nc(-c3ccccc3)cc(C)c2S(C)(=O)=O)cc1,-1.1%,0.1,-2,-11,-1,2,-1,nt,0
Cc1ccc(C)c(N2CCN(C(=O)c3ccc(CS(=O)Cc4ccc(Cl)cc4)o3)CC2)c1 (configuration not stated),0.7%,0.2,-4,7,-8,5,2,8,-7
CC(C)(C)c1ccc(C(=O)NCC(=O)OC(C(=O)Nc2cc(C(F)(F)F)ccc2Cl)c2ccccc2)cc1 (configuration not stated),nt,nt,12,nt,nt,3,-11,-11,nt
COc1ccc(NC(=O)CSCC(=O)Nc2ccc(C)c(S(=O)(=O)N3CCCCCC3)c2)cc1,0.1%,0.5,-6,-5,-11,3,-2,-2,-4
CCOc1cc(N2CCOCC2)c(OCC)cc1NC(=O)c1c(-c2ccccc2Cl)noc1C,-0.7%,-1.0,-3,9,-30,3,-2,-16,3
COC(=O)c1ccccc1NC(=O)CSc1ccccn1,1.2%,-0.5,1,-6,12,2,6,-8,11
O=C1S/C(=C\c2ccc(N3CCOCC3)o2)C(=O)N1c1ccccc1,0.7%,31*,7,4,-15,159*,9,26,5
O=C(Nc1ccc(F)cc1F)N1CCCCCC1,-1.1%,-0.1,3,-13,-8,4,-10,20,10
CCC(C(=O)NCc1ccco1)N(C(=O)CNS(=O)(=O)c1ccc(C)cc1)c1ccccc1OC (configuration not stated),-0.4%,0.2,-4,14,-3,3,0,6,-3
CCN1CCc2nc(N)oc2CC1,-0.7%,0.4,-1,-2,-1,1,8,2,11
CCOc1ccc(C(=O)CCN2CCOCC2)cc1,-1.5%,2.0,-5,-6,0,3,-5,-6,10
O=C(CCl)Nc1cccc(-c2cnc3ccccc3n2)c1,-0.2%,0.6,2,-6,-15,-1,0,39,-14
COc1cc(C(=O)Nc2ccc(-c3nc4cc(C)ccc4o3)c(O)c2)cc(OC)c1OC,9.0%,-0.2,-6,5,13,5,-1,-8,4
CCC(Sc1nc2n[nH]c(C)c2c(=N)n1-c1cccc(Cl)c1C)C(=O)N(CC)CC (configuration not stated),-3.6%,-1.5,5,-4,5,1,-3,-41*,-3
